PTPN22 inh 2: inhibitors of human LYP (PTPN22) phosphatase; recombinant LYP catalytic domain, DiFMUP fluorescence; inhibition, % at 2 µM; 0.21% of 96,000 active; AID 640;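 active means inhibition at 2 µM at or above a set limit, the screen mean plus 3 SD, cut at about 24% in these data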;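 further: 0% = DMSO with enzyme and 100% = enzyme fully blocked by orthovanadate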
Target sequence (Q9Y2R2 whole entry, looked up, the tested form may be a part): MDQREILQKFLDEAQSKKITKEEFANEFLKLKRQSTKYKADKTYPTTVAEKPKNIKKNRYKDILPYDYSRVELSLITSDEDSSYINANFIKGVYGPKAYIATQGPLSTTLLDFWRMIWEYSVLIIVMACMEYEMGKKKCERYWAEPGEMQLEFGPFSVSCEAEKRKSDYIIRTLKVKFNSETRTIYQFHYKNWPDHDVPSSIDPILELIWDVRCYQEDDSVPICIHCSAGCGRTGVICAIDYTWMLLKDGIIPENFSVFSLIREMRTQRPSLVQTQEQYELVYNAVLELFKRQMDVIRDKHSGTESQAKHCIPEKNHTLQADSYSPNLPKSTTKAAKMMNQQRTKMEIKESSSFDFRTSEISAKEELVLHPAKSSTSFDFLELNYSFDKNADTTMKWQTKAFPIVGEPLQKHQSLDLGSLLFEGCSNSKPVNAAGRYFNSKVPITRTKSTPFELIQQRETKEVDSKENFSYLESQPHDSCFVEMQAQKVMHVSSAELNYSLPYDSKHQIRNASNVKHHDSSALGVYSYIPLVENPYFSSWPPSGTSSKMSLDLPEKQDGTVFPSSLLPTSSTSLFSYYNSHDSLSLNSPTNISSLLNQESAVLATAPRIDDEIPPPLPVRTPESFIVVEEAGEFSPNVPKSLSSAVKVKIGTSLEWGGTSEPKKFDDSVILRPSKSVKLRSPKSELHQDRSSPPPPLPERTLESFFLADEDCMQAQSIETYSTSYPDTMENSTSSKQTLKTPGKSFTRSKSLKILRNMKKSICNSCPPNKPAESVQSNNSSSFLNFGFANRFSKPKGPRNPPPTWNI
S1P2 blocker: S1P2 (human) receptor antagonism; 0.21% of 97,000 active; cell-based S1P2 antagonist assay, inhibition at 5 uM; AID 736; inhibition, % at 5 µM; in the data active means inhibition above about 45%;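 further: CRE beta-lactamase reporter cells expressing human S1P2 stimulated with S1P; 0% = agonist at EC80 alone and 100% = agonist plus reference antagonist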
PostGolgi yeast: growth inhibition of a yeast mutant, post-Golgi transport screen. post-Golgi transport phenotypic cell assay. inhibition, % at 10 µM. 0.9% of 98,000 active;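 further: yeast cells grown in 1536-well plates; yeast grown about 18 h at 30C before absorbance read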
EphB4 antag: blocks human EphB4 binding to ephrin-B2. P54760. EphB4 LBD / TNYL-RAW-Alexa532 peptide, fluorescence polarization. inhibition, % at 7 µM. 0.15% of 97,000 active;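 active means inhibition above the screen-wide mean inhibition plus 3 SD, cut at about 15% in these data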;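 further: 0% = DMSO wells and 100% = excess unlabeled TNYL-RAW peptide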
FAK blocker: inhibitors of human focal adhesion kinase; biochemical FAK kinase activity assay; inhibition, %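 (tested at 7 µM)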; Q05397; 0.84% of 97,000 active; in the data active means inhibition above about 19%;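 further: 0% = DMSO and 100% = reference compound high control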
S1P2 ag: agonists of human S1P2 receptor; O95136; S1P2-expressing cell line, agonist reporter read-out; activation, % at 4.5 µM; 0.46% of 97,000 active; AID 729; in the data active means activation above about 16%;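 further: 0% = vehicle low control and 100% = maximal reference agonist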
LYP act: activators of human LYP (PTPN22) phosphatase; Q9Y2R2; 0.11% of 96,000 active; recombinant LYP, DiFMUP fluorescence; 0 = plate median, 100 = signal doubled; activation, % at 2 µM;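 active means activation at 2 µM above a set limit, the mean plus 5 SD, cut at about 37% in these data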
PostGolgi ctrl: growth of the yeast control strain, post-Golgi counter-screen | efflux-deficient yeast background strain, growth absorbance A615, 16 h | inhibition, % at 10 µM | 5% of 98,000 active
HIV Rev-RRE inh: HIV Rev-RRE protein-RNA interaction inhibition | P05866 | Rev peptide-RRE RNA binding, FRET | inhibition, % at 8 µM | 0.79% of 97,000 active;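 active means inhibition above the screen-wide mean plus 3 SD, cut at about 35% in these data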;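 further: 0% = median DMSO wells and 100% = median Neomycin B control wells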
Target sequence (P05866 whole entry, looked up): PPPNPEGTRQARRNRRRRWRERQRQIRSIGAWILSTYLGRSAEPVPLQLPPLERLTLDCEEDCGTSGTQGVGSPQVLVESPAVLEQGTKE
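Assay system: Rev peptide and RRE RNA, both fluorescently labelled; times: 5 min preincubation and 15 min binding, 25 °C; detection: FRET, ex 480 nm, em 540 and 671 nm; read-out basis: % inhibition from 671/540 nm acceptor-to-donor ratio, scaled between controls; benchmarks: DMSO low control, neomycin B high control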
Numbers without * were called inactive; . = not tested or not shown; [ ] = dose if it differs, or a comment. Unless noted, no stated cut-off is given here; in the data, active means inhibition above about 30%; inactive means the rest.

SMILES	PTPN22 inh 2	S1P2 blocker	PostGolgi yeast	EphB4 antag	FAK blocker	S1P2 ag	LYP act	PostGolgi ctrl	HIV Rev-RRE inh
CCn1nnc(-c2ccccc2NC(=O)C(F)(F)F)n1	3	6	-7	8	-1	-3	-5	1	6
COC(=O)CCCC[C@H]1SC[C@H]2NC(=O)N[C@]21O	1	6	3	0	0	-3	-3	-1	5
Cc1sc2nc(C3CCCCC3)nc(SCC(=O)N3CC(=O)Nc4ccccc43)c2c1C	4	13	6	-5	4	-4	-3	13	9
COc1cccc(CN(Cc2cccnc2)S(=O)(=O)c2ccc(-n3cnnn3)c(C)c2)c1OC	1	11	11	3	6	-14	-2	5	11
CCCOc1ccc(/C=N/O)cc1	4	7	-14	3	2	-4	-1	-11	8
O=C(c1cc2ccccc2cc1OCC(O)CN1CCCCC1)N1CCCCC1 (stereo not drawn)	.	6	6	3	-1	-2	.	-10	-4
CCOCC(=O)Nc1cccc(C(=O)OCC)c1	5	-11	11	8	3	-9	-1	-6	6
Cc1cc(C)n(-c2nc3ccccc3nc2N2CCN(C(=O)c3ccc(Cl)cc3)CC2)n1	6	10	-6	-7	1	-4	-8	10	-1
CCOc1cc(/C=N/O)cc(Br)c1OCc1ccc(Cl)cc1	9	-9	4	2	0	2	-5	37*	19
Cc1c(NC(=O)Nc2ccccc2Cl)sc(=S)n1C	6	-9	.	-1	-1	-6	-5	.	4
COCCn1c(C)cc(C2=NNC(=Nc3ccc(F)cc3)SC2)c1C	-8	9	5	-6	-8	-10	8	10	-1
COc1ccccc1C1C(C(=O)c2cc3ccccc3o2)=C(O)C(=O)N1CCN1CCOCC1 (stereo not drawn)	-1	25	1	5	2	-3	1	9	6
NC(=O)COc1ccc(NC(=O)OCc2ccccc2)cc1	2	2	-2	-1	1	-1	-3	8	2
CCCS(=O)(=O)N1CCCC(C(=O)NCCCN(CC)c2cccc(C)c2)C1 (stereo not drawn)	-2	-12	13	-6	1	-2	1	31*	-7
COc1ccc(C(C)=O)c(OC(=O)c2ccco2)c1	7	2	7	-6	-4	-5	-5	2	3
CCOC(=O)c1cc2c(=O)n3cccc(C)c3nc2n(CC2CCCO2)c1=NC(C)=O (stereo not drawn)	1	2	.	0	-3	7	5	.	-5
CC1CCCCN1CCCNC(=O)c1ccc2c(=O)n(CCc3ccccc3)c(=O)[nH]c2c1 (stereo not drawn)	0	8	-2	10	-1	-1	0	2	5
COC(=O)c1[nH]c2c(c1C)C(=O)CC(c1cc(OC)ccc1OC)C2 (stereo not drawn)	-2	-24	1	-4	-4	-1	0	1	-1
COCc1nnc(NC(=O)CCSc2ccccc2)s1	-6	4	-3	2	-3	-1	5	6	0
CC(=O)Nc1ccc(S(=O)(=O)n2cnc(C)c2)cc1	-8	11	6	-1	0	-7	5	8	1
COc1cccc(CNC(=O)C2CCN(S(=O)(=O)c3cccs3)CC2)c1	-12	-19	-4	-1	-2	0	11	-3	4
CCOC(=O)CSc1nnc(CNC(=O)c2cc(OC)c(OC)c(OC)c2)n1C	-6	5	-1	-2	-3	-3	4	-9	-2
O=C(O)CCC(=O)N1CCc2cc(S(=O)(=O)N3CCC(Cc4ccccc4)CC3)ccc21	6	2	5	-5	3	-8	-8	.	0
Cc1ccsc1/C=C/c1ccc2cccc(O)c2n1	9	7	3	-3	6	-6	-6	8	12
CCOC(=O)N1CCN(C(c2cccc(OC)c2)c2sc3nc(C)nn3c2O)CC1 (stereo not drawn)	3	7	-10	-4	-1	1	-6	-2	5
CCn1c(=O)cc(OCC(=O)Nc2cc(C)ccn2)c2ccccc21	-8	-19	-1	-14	2	0	4	2	0
C=CCN1C(=O)c2ccccc2Sc2ccc(C(=O)N3CCN(C)CC3)cc21	-2	12	5	0	-2	0	1	14	4
CCC(C)N(CCNC(=O)CC1Oc2ccc(C)cc2NC1=O)C1CCCCC1 (stereo not drawn)	-8	6	0	-9	3	0	5	0	-3
CCOC(=O)/C=C/C(=O)N1CCc2ccccc21	6	23	4	1	5	-3	-1	3	3
COCCn1nnnc1C(c1ccc(OC)c(OC)c1)N1CCc2ccccc21 (stereo not drawn)	-13	18	-2	3	3	-8	11	6	7
COc1cc(Nc2nnc(C)s2)c(Cl)cc1Cl	-7	3	-3	1	0	-3	4	9	5
COc1ccc2[nH]c(=O)c(CN(C(=O)c3ccccn3)c3ccccc3)cc2c1	1	-6	0	-8	4	-3	-2	-5	1
COc1ccc2c(C(=O)CN3CC(C)OC(C)C3)c[nH]c2c1 (stereo not drawn)	-3	-2	13	0	2	-1	3	6	13
Cc1c(SCCO)c(=O)[nH]c2cc3c(cc12)OCO3	10	-1	-9	2	-3	-6	-8	6	4
COCCNC(=O)c1cc(-c2cccnc2)nc2ccc(Br)cc12	4	2	-1	4	3	-3	-1	5	2
Cc1ccccc1NC(=O)Nc1ccccc1Br	-5	11	10	-6	-1	-5	10	3	6
CC(C)OCCCNC(=O)NC12CC3CC(CC(C3)C1)C2	-13	10	2	-3	-2	-8	11	7	3
CCC(C)(C)NC(=O)C(c1ccco1)N(C(=O)CNC(=O)c1cccs1)c1cccnc1 (stereo not drawn)	-2	1	.	-7	1	-3	1	.	-2
CCCN(CCO)Cc1ccc(Cl)c(Cl)c1	17	14	-6	5	2	-2	-15	-3	7
O=C1C(=O)N(CCCn2ccnc2)C(c2cccnc2)/C1=C(/O)c1ccc(Br)cc1 (stereo not drawn)	-16	-11	.	3	1	-4	15	.	2
CC1(C)CC(=O)c2c(O)cc(OCc3ccc([N+](=O)[O-])cc3)cc2O1	7	-6	-2	2	3	-4	-3	12	1
O=S(=O)(Nc1ccc(S(=O)(=O)N2CCCCCC2)cc1)c1cccs1	-12	5	-5	1	13	-6	14	-11	-1
Cc1ccc(OCCN2C(=O)CSC2=O)cc1	3	-7	9	-3	-1	-4	-5	11	3
O=C(N1CCOCC1)N1CCN(S(=O)(=O)N2CCOCC2)CC1	16	-15	-2	0	-8	-1	-18	3	5
CCOC(=O)c1c(N2C(=O)C=CC2=O)sc(C)c1C	11	-26	-2	7	3	-15	-6	12	4
CCn1c(C)nc2cc(C(=O)NNS(=O)(=O)c3ccccc3F)ccc21	0	-3	-3	-3	0	-9	3	9	6
Cc1ccc(S(=O)(=O)NCCc2ccncc2)cc1	7	-11	-2	-1	0	-3	-8	-3	9
Cc1sc2ncn(CC(=O)NCCCC(=O)N3CCN(c4ccccn4)CC3)c(=O)c2c1C	-6	-9	-5	-5	6	-7	4	3	-2
CCOC(=O)c1c(NC(C)=O)sc2c(OC)c(Br)ccc12	1	-7	19	1	1	-5	-4	10	7
CN(C1CCCCC1)S(=O)(=O)c1ccc(S(=O)(=O)N2CCN(CCC#N)CC2)cc1	-3	20	-4	2	0	-2	2	6	5
COc1ccc(C(C(=O)NC2CCCC2)N(C(=O)c2ccoc2C)c2ccc(C)cc2)cc1 (stereo not drawn)	6	11	18	-2	-3	-1	-5	4	2
CC(C)NC(=O)Cn1c(SCC(=O)N2CCCCCC2)nc2ccccc21	6	-17	0	0	2	-4	-7	-2	0
CCCNC(=S)NCCN1CCCCC1	-9	-20	.	0	2	-4	9	.	6
CCC(Sc1nc2ccccc2s1)C(=O)Nc1nnc(C)s1 (stereo not drawn)	-8	3	3	3	-2	-7	6	-3	0
COc1ccc(C2=[N+]([O-])C(C)(C)N(O)C2C)cc1 (stereo not drawn)	2	-20	.	1	-1	2	-5	.	3
COc1cccc(NC(=S)N2CCN(C/C=C/c3ccccc3)CC2)c1	6	1	1	-10	-3	-7	-6	15	-3
Cc1ccc(NC(=O)NC2C(NC(=O)Nc3ccc(C)cc3)N(C)C(=O)N2C)cc1 (stereo not drawn)	1	-15	23	-2	-1	-6	0	0	4
COc1ccccc1NC(=O)N1CCCC1C(=O)Nc1ccc2c(c1)OCO2 (stereo not drawn)	5	-7	4	-2	-1	-3	-5	2	3
CCOC(=O)CSc1nnc(CNC(=O)c2cccs2)n1-c1cc(C)ccc1C	-2	15	-5	0	-7	-4	0	-1	0
CCN1C(=O)/C(=C\N(C(C)=O)c2ccccc2)OC1=S	-5	-11	.	-3	-1	-5	5	.	-2

6 structures out of the list, sorted by molar mass, highest first.
SMILES	PTPN22 inh 2	S1P2 blocker	PostGolgi yeast	EphB4 antag	FAK blocker	S1P2 ag	LYP act	PostGolgi ctrl	HIV Rev-RRE inh
COc1ccc(C(C(=O)NC2CCCC2)N(C(=O)c2ccoc2C)c2ccc(C)cc2)cc1 (stereo not drawn)	6	11	18	-2	-3	-1	-5	4	2
Cc1ccc(NC(=O)NC2C(NC(=O)Nc3ccc(C)cc3)N(C)C(=O)N2C)cc1 (stereo not drawn)	1	-15	23	-2	-1	-6	0	0	4
COc1cccc(NC(=S)N2CCN(C/C=C/c3ccccc3)CC2)c1	6	1	1	-10	-3	-7	-6	15	-3
CCN1C(=O)/C(=C\N(C(C)=O)c2ccccc2)OC1=S	-5	-11	.	-3	-1	-5	5	.	-2
COc1ccc(C2=[N+]([O-])C(C)(C)N(O)C2C)cc1 (stereo not drawn)	2	-20	.	1	-1	2	-5	.	3
CCCNC(=S)NCCN1CCCCC1	-9	-20	.	0	2	-4	9	.	6

The list goes on:
SMILES	PTPN22 inh 2	S1P2 blocker	PostGolgi yeast	EphB4 antag	FAK blocker	S1P2 ag	LYP act	PostGolgi ctrl	HIV Rev-RRE inh
COC(=O)N1N=C(c2ccccc2)CC1(O)C(F)(F)F (stereo not drawn)	4	11	-6	-2	-8	-1	0	12	1
O=C1/C(=C/c2ccc(N3CCCC3)cc2)NC(=S)N1C1CC1	-22	3	-4	5	-1	-8	23	4	137*[fluorescence artefact?]
Cc1c(N=C/C=C/c2ccccc2)c(=O)n(-c2ccccc2)n1C	-3	12	-1	6	4	-8	1	8	7
CC(C)(C)C(=O)Nc1ccnc(-c2cccnc2)n1	-2	10	18	4	6	-5	6	2	2
CCOc1ccc(S(=O)(=O)N2CCN(c3ccccc3OC)CC2)c2cccnc12	-14	-7	-5	-3	-2	-2	14	30	3
CCCCN(CCCC)C(=O)CSc1nnc2n(C)c(=O)c3c4c(sc3n12)CCCC4	-11	0	4	0	2	-3	6	34*	3
C1CCc2c(nc3nnnn3c2NC2CCCC2)C1	0	3	17	2	-5	-1	1	-3	3
COc1cc(C(=O)Oc2ccc3c(c2)OCC3=O)cc(OC)c1OC	0	-18	17	-9	-1	9	-2	18	9
Cc1ccc(C(=O)CSc2ccccn2)cc1	13	-10	17	4	1	-11	-13	-5	8
O=C(CN(CC1CCCO1)C(=O)CNS(=O)(=O)c1ccc(Cl)cc1)NCCc1ccccc1 (stereo not drawn)	-1	10	8	-6	-3	-3	6	-3	6
CCCC(C(=O)NCc1ccco1)N(C(=O)CNS(=O)(=O)c1ccc(Cl)cc1)C1CCCC1 (stereo not drawn)	5	9	-1	1	-2	-5	-8	1	-2
COC(=O)[C@H](CCSC)NC(=O)N1CCN(c2cccc(C(F)(F)F)c2)CC1	5	0	3	1	3	-6	-6	1	2
CCCCCn1c(C(C)NC(=O)CCC)nc2ccccc21 (stereo not drawn)	-3	-13	7	0	1	-1	-1	3	-8
CC1(C)N=C(SCC(=O)Nc2ccc(Cl)cc2)C(c2ccccc2)=N1	2	-2	12	2	0	-3	-2	21	19
CCOC(=O)Cc1csc(Nc2c(C)n(C)n(-c3ccccc3)c2=O)n1	-21	-7	-4	-7	2	1	17	6	1
CCCCc1nnc(NC(=O)C2CCCO2)s1 (stereo not drawn)	7	3	1	0	1	-6	-5	1	1
CCOC(=O)/C(=N\Nc1cccc(C(F)(F)F)c1)N(CCOC)CCOC	11	-4	16	11	-3	-6	-14	10	-2
FC(F)(F)c1cc(Sc2ccccc2)nc(-c2ccccn2)n1	0	-5	-13	0	1	-3	3	15	5
CC(=O)COc1ccc2c(C)c(C)c(=O)oc2c1	1	1	-1	2	3	-6	2	17	9
Cc1ccc(C(=O)CSc2nnc(-c3ccco3)o2)o1	-2	26	1	1	7	-4	-1	-1	11
